Bioassay records from PubChem BioAssay.
Wnt bcat act – Wnt/beta-catenin pathway activation; Wnt/beta-catenin reporter cell assay, activator, plate reader; activation, % at 9.35 µM; 1.2% of 300,000 active; in the data active = activation above about 30%, passing the limit was not always enough;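 note: 0% = neutral control wells and 100% = positive control wells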
* = called active by the depositor. Not all compounds are listed; the hit share may differ from the screen's.

SMILES	Wnt bcat act
OC[C@@H]1CN(CCc2ccccc2)C[C@H](n2cnc3c(N4CCOCC4)ncnc32)O1	4
CCc1nc2c(OC)cccn2c1N(C)C(=O)c1ccccc1F	0
NS(=O)(=O)c1ccc(CCNc2ccn3nc(-c4cccc(C(F)(F)F)c4)cc3n2)cc1	-2
CCOC1=C2[C@@H](CN(S(=O)(=O)c3ccc(C)cc3)[C@H]2c2ccccc2F)[C@H]2C(=O)N(CC)C(=O)[C@H]2C1	-1
COc1cc(=O)oc(C=O)c1C	-1
COc1ncccc1C(=O)Nc1c(-c2ccccc2)[nH][nH]c1=O	-2
CCCCc1c(-c2ccccc2OC)ncn1C(C)c1ccc(Cl)cc1 (configuration not stated)	-1
O=C(NC(c1ccc(Cl)cc1)c1ccsc1)C1CCN(CCOc2ccc(Cl)cc2)CC1 (configuration not stated)	-3
COc1ccc(C2C=CC(=O)CC2)c(OC)c1 (configuration not stated)	-3
CCC(c1nnnn1-c1c(C)cccc1C)N1CCN(c2cccc(C(F)(F)F)n2)CC1 (configuration not stated)	-5
O=C(NCc1ccccc1)c1[nH]c(C(F)(F)F)nc1-c1ccccc1	-2
COc1ncccc1-c1cc2nc(NCCNC(C)=O)n(C)c(=O)c2s1	-1
COc1ccccc1CN1Cc2ccccc2Oc2ccccc2S1(=O)=O	0
Cc1c(C(=O)NCc2cccc(Cl)c2)sc(=O)n1Cc1cccc(F)c1	-2
CCCCCCCCN1C(=O)[C@H](CC(=O)NCCC(C)C)C[C@@]2(C(=O)OCC)CCC=C12	-4
CC(=O)c1ccc(OC2(C)CCN(Cc3cc4ccccc4[nH]3)C2)cc1 (configuration not stated)	-1
CC1(C(=O)NS(=O)(=O)c2ccc(F)cc2F)CCN1C(=O)Cc1cccc2ccccc12 (configuration not stated)	-2
CC1(C(=O)NS(=O)(=O)c2ccc(Cl)cc2)CCN1C(=O)Cc1ccccc1Cl (configuration not stated)	-1
O=C(NC(c1ccccc1)c1ccsc1)C1CCN(Cc2ccc(Cl)c(Cl)c2)CC1 (configuration not stated)	-4
CC(C)C[C@@H]1COc2cc(NC3CC3)ccc2S(=O)(=O)N1	0
CC(O)(c1ccccc1)c1nc(-c2cc3ccccc3o2)cs1 (configuration not stated)	2
O=C(CC[C@H]1O[C@@H](n2ccc(=O)[nH]c2=O)[C@H](O)[C@@H]1O)N[C@H](Cc1ccccc1)C(=O)NC1CCCCC1	-2
CC1CCN(C(=O)c2ccc3c(c2)NC(=O)CN3)CC1	0
CCCCNC(=O)C[C@@H]1C[C@@]2(C(=O)OC)CCCCC=C2N(Cc2ccc3c(c2)OCO3)C1=O	-3
O=C(NCCN1CCC(n2c(=O)[nH]c3ccccc32)CC1)c1cccnc1Cl	0

The closing two records of the section above come first, to join the parts:
SMILES	Wnt bcat act
CCCCNC(=O)C[C@@H]1C[C@@]2(C(=O)OC)CCCCC=C2N(Cc2ccc3c(c2)OCO3)C1=O	-3
O=C(NCCN1CCC(n2c(=O)[nH]c3ccccc32)CC1)c1cccnc1Cl	0
CCCCCCCCN1C(=O)[C@H](CC(=O)N2CCOCC2)C[C@@]2(C(=O)OCC)CCCC=C12	-1
CC1(C(=O)Nc2ccc3c(c2)OCCO3)CSCC(=O)N1CCCn1ccnc1 (configuration not stated)	0
CC(=O)c1cccc(-c2ccnc3c2CC(C(=O)Nc2ccccc2)O3)c1 (configuration not stated)	-6
CCC(=O)N1CCCC(C)(C(=O)Nc2ccc(OC)c(F)c2)C1 (configuration not stated)	0
COc1ccc(-c2cc3nc(NCc4ccc(N(C)C)cc4)n(C)c(=O)c3s2)cc1OC	2
CCOC(=O)C1=C(Nc2ccc(Br)cc2)C(=O)N(CC)C1	-2
Cc1ccc(-c2cnc3cccnn23)cc1F	1
CC(C)[C@H](NC(=O)c1ccc(Cl)cc1Cl)C(=O)N1CCC[C@H]1C(=O)NCc1ccccc1	-4
COC(=O)[C@]12C[C@H](CC(=O)NCC3CCCCC3)C(=O)N(CCC3=CCCCC3)C1=C[C@H](COCc1ccccc1)O[C@@H]2C	-2
CC(=O)C1=C(C)N(Cc2ccc(Cl)cc2)C(=S)NC1c1cccc(Br)c1 (configuration not stated)	-3
COc1cc(CN2C[C@@H](CO)O[C@@H](n3cnc4c(NC5CC5)ncnc43)C2)cc(OC)c1OC	2
COc1cccc(CNc2nc3cc(-c4ccc(C)cc4)sc3c(=O)n2C)c1OC	0
OC(c1ccccc1)c1ncc(-c2ccc(Cl)cc2)[nH]1 (configuration not stated)	-4
Cc1ccccc1S(=O)(=O)N1CCCc2nc(-c3ccc(Br)cc3)ccc21	-3
CCc1nc2c(OCc3ccc(C(=O)N(C)C)cc3)cccn2c1N(C=O)Cc1ccccc1	-1
O=S1(=O)CC(N2CCN(CCO)CC2)CN1Cc1ccc(F)cc1 (configuration not stated)	-3
O=C(Nc1ccc(F)c(Cl)c1)c1cc(C2CCCCN2C(=O)c2ccc3c(c2)CCO3)on1 (configuration not stated)	1
O=C1O[C@@H](c2ccccc2)C[C@@H](O)C(=O)CCc2ccccc21	-2
COC(=O)[C@@]12C[C@@H](CC(=O)NCc3cccs3)C(=O)N(Cc3ccccc3)C1=CCC(C)(C)C2	-3
Cc1cccc(C)c1N1C(=O)c2ccccc2NC(=O)C1C(=O)Nc1ccc2c(c1)OCCO2 (configuration not stated)	5
Cc1cnc(NC(=O)C2(C)CCN2C(=O)C(C)C)s1 (configuration not stated)	1
COc1ccccc1Cc1c(-c2ccc(F)cc2)nc2ccc(C)cn12	13
O=C(Nc1ccccc1Cl)c1cc(C2CCCN(S(=O)(=O)c3cccs3)C2)on1 (configuration not stated)	-2
O=C1OC(C(Cl)(Cl)Cl)Nc2ccccc21 (configuration not stated)	-2
CCCS(=O)(=O)NC(=O)C1(C)CCN(C(=O)c2ccccc2OC(F)(F)F)C1 (configuration not stated)	-1
Next structures:
SMILES	Wnt bcat act
CNc1cncc(-c2ccc(OC)cc2)n1	2
CC(C)C(C(=O)NC1CCCC1)N1CCC(O)(c2ccc(Cl)cc2)CC1 (configuration not stated)	18
CCOc1ccc(CCN2C(=O)C(=O)N([C@@H](CC(C)C)CN3CCC[C@H]3CN3C(=O)C(=O)NC[C@@H]3Cc3ccc(O)cc3)C[C@@H]2Cc2ccccc2)cc1	-1
COC(=O)[C@]12C[C@H](CC(=O)NCCCCc3ccccc3)C(=O)N(Cc3ccccc3)C1=C[C@H](C1CCCC1)O[C@@H]2C	-1
O=C(Nc1ccc2c(c1)OCCO2)c1[nH]c(C(F)(F)F)nc1-c1ccccc1	-3
O=C(Nc1nnc([C@H]2C[C@H](O)[C@@H](CO)O2)s1)NC(c1ccccc1)c1ccccc1	-1
COC(=O)C1=C(C)N(Cc2cccc(C(F)(F)F)c2)C(=NCc2ccc(C(F)(F)F)cc2)NC1c1cccc(F)c1 (configuration not stated)	-28
O=C(CN1C(=O)NC2(CCc3ccccc32)C1=O)Nc1cc(C(F)(F)F)ccc1N1CCOCC1 (configuration not stated)	-2
COc1ccc([C@H]2CC(=O)C[C@@H](CCn3cccn3)O2)cc1	-3
COCc1[nH]nc2c1C(c1ccccc1)N(Cc1ccccc1)C2=O (configuration not stated)	-1
CC(C)n1nnnc1C1c2ccccc2C(=O)N1CCOc1ccccc1 (configuration not stated)	-2
O=C(NCc1ccccc1)C(c1cccc2ccccc12)n1c(=O)c(-c2ccco2)nc2ccccc21 (configuration not stated)	-1
COc1ccc(NC(=O)c2cc(C3CCCCN3C(=O)c3ccc4c(c3)CCO4)on2)c(C)c1 (configuration not stated)	3
COc1cccc(C(c2nnnn2-c2c(C)cccc2C)N2CCN(C/C=C/c3ccccc3)CC2)c1OC (configuration not stated)	-5
COc1cc(-c2cc(NC=O)c3ncc(-c4cccc(C(F)(F)F)c4)n3c2)cc(OC)c1OC	-13
N#Cc1ccc(C(C(=O)NCc2ccccc2)n2c(=O)c(-c3cc4ccccc4[nH]3)nc3ccccc32)cc1 (configuration not stated)	1
COc1cc(NC(=O)Nc2nc(C(N)C(C)C)cs2)cc(OC)c1OC (configuration not stated)	1
CCOC(=O)[C@]12CCCC=C1N(CCC1=CCCCC1)C(=O)[C@H](CC(=O)NCCCOC)C2	-3
Cn1ccc2c(-c3ccccc3F)cc3c(c21)C1CCC3C1 (configuration not stated)	2
COc1cc(N(C)C)ccc1[C@]1(O)C(=O)N(C)c2ccc(Br)cc21	-1
COc1ccc(C2=Cc3ccccc3C(CC(=O)C3CC3)N2c2ccc(C#CCCO)cc2)cc1 (configuration not stated)	0
O=S1(=O)C=C(Sc2ccc(Cl)cc2)c2ccccc2C1Cc1ccc(F)cc1 (configuration not stated)	-2
CCOC(=O)[C@]12CCCC=C1N(Cc1ccc(Cl)cc1Cl)C(=O)[C@H](CC(=O)NCCCOC)C2	-2
COC(=O)c1ccc2nc(-c3ccc(C)cc3)c(CC3CCCCC3)n2c1	-3
CCc1nc2c(OCC(=O)C(C)(C)C)cccn2c1N(C=O)Cc1ccc(OC)cc1	2
Carrying on:
SMILES	Wnt bcat act
CC(=O)Nc1ccc2c(c1)OCCOCCOc1cc(NC(C)=O)ccc1OCCOCCOCCO2	-1
COC(=O)[C@]1(CC(C)C)NC=C(C(=O)c2ccccc2)[C@@H]1c1cccc(C(F)(F)F)c1	-3
CCCCCCC12Cc3cc(OC)c(OC)cc3C(O1)c1c(cc(C)oc1=O)O2 (configuration not stated)	2
COC[C@@H]1CCCN1[C@H]1CS(=O)(=O)N[C@@H]1COCc1ccccc1	-3
CC(=O)Nc1cccc(NC(=O)c2ccccc2Cl)c1	2
COC(=O)C1=C(C)N(Cc2cccc(C(F)(F)F)c2)C(=NCc2ccc(OC)cc2)NC1c1cccc(C(F)(F)F)c1 (configuration not stated)	-23
CC(=O)Nc1cncc(-c2cccc(C(=O)N3CCOCC3)c2)n1	-1
C[C@@H]1CN([C@@H](C)CO)C(=O)CCCn2nncc2CO[C@H]1CN(C)Cc1ccc(O)cc1	0
COCCCn1cc(CN2CC(N3CCN(C4CCN(C)CC4)CC3)CS2(=O)=O)nn1 (configuration not stated)	0
Cc1ccc(-n2c(C)c([N+](=O)[O-])c3ccc(O)cc32)cc1	-4
CCc1nc2ccc(C(=O)Nc3cc(-c4ccccc4)ccc3OC)cn2c1N(CC)CCN(C)C	-1
CCc1ccccc1Oc1nc(NCCOC)nc2cc(-c3ccccc3)sc12	-4
NC(=O)NN=C1CCC(O)CC1CC(=O)O (configuration not stated)	9
Cc1cc2nc(C(C)(C)C)c(Cc3ccccc3C(F)(F)F)n2c(C)c1Br	-4
NC(Cc1ccccc1)c1csc(NC(=O)Nc2ccccc2Oc2ccccc2)n1 (configuration not stated)	-4
COc1ccccc1CCn1cnc(C)c1CC(C)C	0
CC(C)c1ccc(CC(=O)N2CCC2(C)C(=O)NCCC#N)cc1 (configuration not stated)	-1
Cc1ccc(OC2CCN(C(=O)[C@@H](Cc3ccccc3)NC(=O)[C@H]3O[C@@H](n4ccc(=O)[nH]c4=O)[C@H](O)[C@@H]3O)CC2)cc1	-5
CCCNC(=O)c1cc(C2CCCCN2C(=O)c2ccc(OC)cc2)on1 (configuration not stated)	0
CCOc1ccc(CCN2C(=S)N([C@@H](Cc3ccc(O)cc3)CN3CCC[C@@H]3CN3C(=S)NC[C@@H]3Cc3ccccc3)C[C@@H]2Cc2ccc(O)cc2)cc1	-4
Cc1cccc(N=O)n1	-2
O=C(NC1CCCC1)[C@@H]1CCCN1C(=O)[C@@H](NC(=O)N1CCOCC1)C1CCCCC1	4
C=CCN=C1NC(CCc2ccccc2)C(C(=O)OC)=C(C)N1Cc1ccccc1C(F)(F)F (configuration not stated)	-5
COC(=O)c1ccc2nc(-c3ccc(F)cc3)c(Cc3cccc(Cl)c3)n2c1	-3
Cc1ccccc1CN1C(=O)CN(S(C)(=O)=O)CC1(C)C(=O)Nc1ccc2c(c1)OCCO2 (configuration not stated)	-1

Shown as comma-separated lines: part of the list above.
Structure,Wnt bcat act
CCc1ccccc1Oc1nc(NCCOC)nc2cc(-c3ccccc3)sc12,-4
NC(=O)NN=C1CCC(O)CC1CC(=O)O (configuration not stated),9
Cc1cc2nc(C(C)(C)C)c(Cc3ccccc3C(F)(F)F)n2c(C)c1Br,-4
NC(Cc1ccccc1)c1csc(NC(=O)Nc2ccccc2Oc2ccccc2)n1 (configuration not stated),-4
COc1ccccc1CCn1cnc(C)c1CC(C)C,0
CC(C)c1ccc(CC(=O)N2CCC2(C)C(=O)NCCC#N)cc1 (configuration not stated),-1
Cc1ccc(OC2CCN(C(=O)[C@@H](Cc3ccccc3)NC(=O)[C@H]3O[C@@H](n4ccc(=O)[nH]c4=O)[C@H](O)[C@@H]3O)CC2)cc1,-5
CCCNC(=O)c1cc(C2CCCCN2C(=O)c2ccc(OC)cc2)on1 (configuration not stated),0
CCOc1ccc(CCN2C(=S)N([C@@H](Cc3ccc(O)cc3)CN3CCC[C@@H]3CN3C(=S)NC[C@@H]3Cc3ccccc3)C[C@@H]2Cc2ccc(O)cc2)cc1,-4
Cc1cccc(N=O)n1,-2
O=C(NC1CCCC1)[C@@H]1CCCN1C(=O)[C@@H](NC(=O)N1CCOCC1)C1CCCCC1,4
C=CCN=C1NC(CCc2ccccc2)C(C(=O)OC)=C(C)N1Cc1ccccc1C(F)(F)F (configuration not stated),-5
COC(=O)c1ccc2nc(-c3ccc(F)cc3)c(Cc3cccc(Cl)c3)n2c1,-3
Cc1ccccc1CN1C(=O)CN(S(C)(=O)=O)CC1(C)C(=O)Nc1ccc2c(c1)OCCO2 (configuration not stated),-1

The listing continues:
SMILES	Wnt bcat act
Cc1ccc(-c2nc3c(Cl)cc(C(F)(F)F)cn3c2Cc2cccc(F)c2)cc1	-2
CCOC(=O)C1(C)CCCCN1C(=O)c1ccco1 (configuration not stated)	-3
CC(=O)c1ccc(OC2(C)CCN(Cc3ccc4ccccc4c3)C2)cc1 (configuration not stated)	3
CN(Cc1ccc(Cl)c(Cl)c1)C(c1cc2ccccc2o1)c1nnnn1C(C)(C)C (configuration not stated)	-5
CN(C)CCN(C)C1CN(Cc2ccc(F)cc2)S(=O)(=O)C1 (configuration not stated)	-2
CN1OC[C@@H]2CN(S(=O)(=O)c3ccccc3)[C@H](c3ccc(N4CCCCC4)cc3)C[C@@H]21	-1
Cc1cc(C)c2c(=O)c(/C=C3\NC(=S)NC3=O)coc2c1	7
CC1(c2nnnn2Cc2ccccc2)CCC(=O)N1CC(F)(F)F (configuration not stated)	-3
